# Screening results (PubChem)
# SENP1 FRET inh: human SENP1 catalytic domain inhibitors, primary screen, biochemical, FRET, uHTS; inhibition, % at 10 µM; Sentrin-specific protease 1 (Homo sapiens), Q9P0U3; recombinant SENP1 catalytic domain, CyPet-SUMO1-YPet FRET cleavage; hit rate 0.21% among 360,000;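 active = inhibition at least 30% at 10 µM, raw YFP signal under a set limit, fluorescence ratio 0.5 to 1.5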;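 also: 0% = enzyme with DMSO and 100% = no enzyme wells; some results filed as inactive read as strong as hits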
# Target sequence (Q9P0U3 419-644 limits assumed): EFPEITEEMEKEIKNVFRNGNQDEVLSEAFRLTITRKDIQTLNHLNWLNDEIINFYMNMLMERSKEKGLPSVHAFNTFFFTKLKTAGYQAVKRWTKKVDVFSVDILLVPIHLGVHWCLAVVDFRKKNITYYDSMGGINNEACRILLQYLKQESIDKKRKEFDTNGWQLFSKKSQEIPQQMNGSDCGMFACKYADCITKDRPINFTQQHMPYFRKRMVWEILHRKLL
#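 Material – human SENP1 catalytic domain · Input – SENP1 enzyme, 20 pM final · Compound dosing – single concentration of 10 µM compound, 0.5% DMSO final · Timing – enzyme reaction for 50 min at room temperature, dark · Measured by – FRET fluorescence in CFP and YFP emission channels · Control set – no-enzyme wells low, DMSO-plus-enzyme wells high control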
# PfG6PD inh: PfG6PD enzyme inhibitors, primary screen, biochemical, fluorescence intensity, uHTS; glucose-6-phosphate dehydrogenase-6-phosphogluconolactonase (Plasmodium falciparum 3D7); PfGluPho enzyme, NADPH resazurin-diaphorase fluorescence; inhibition, % at 20 µM; hit rate 0.78% among 350,000; AID 504690, 2011;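 active = inhibition reaching at least a set limit at 20 µM in the primary screen, cut at about 59% in these data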;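 also: 0% = DMSO wells with substrate and 100% = DMSO wells lacking glucose-6-phosphate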
# HKDC1 inh: HKDC1 hexokinase inhibitors, primary screen, biochemical, fluorescence, uHTS; recombinant HKDC1, G6PDH/diaphorase resazurin coupled fluorescence; hit rate 0.16% among 340,000; inhibition, % at 20 µM;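 active = inhibition above about 35% when tested at 20 µM, limit read from the data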;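 also: plate controls were DMSO wells with enzyme for no effect and DMSO wells lacking enzyme for full effect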
#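 Material: recombinant HKDC1 hexokinase; Amount: HKDC1 at 5 µg/mL; Medium: Tris pH 8.0 buffer with MgCl2, Tween-20, BSA, BME; Schedule: 90 min reaction incubation at room temperature, dark; Technique: coupled resazurin fluorescence, excitation 525 nm, emission 613 nm.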
# SENP8 block-1: SENP8 protease inhibitors, primary screen, biochemical, luminescence; purified SENP8, Z-RLRGG-aminoluciferin cleavage; inhibition, % at 10 µM; hit rate 1.2% among 330,000; AID 2540, 2010; in the data active = inhibition above about 50%
# Apaf-1 inh: inhibitors of human Apaf-1 apoptosome, primary screen, biochemical, DEVD-Rh110 fluorescence, uHTS. reconstituted apoptosome caspase-3 activity. hit rate 0.71% among 330,000. inhibition, % at 20 µM; active = inhibition of at least 40% at 20 µM;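 also: plate controls were DMSO wells for no effect and DEVD-CHO caspase inhibitor wells for full effect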
#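 System: Apoptosome proteins | Medium: Hepes pH 7.5 with detergent and BSA | Also added: Cytochrome c trigger plus (Z-DEVD)2-Rh110 caspase-3 substrate | Incubation: 30 min compound preincubation, 50 min activation, room temperature | Detection: Rhodamine 110 fluorescence at Ex 480/Em 540 nm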
# SENP7 block: SENP7 protease inhibitors, primary screen, biochemical, luminescence, uHTS; Sentrin-specific protease 7 (Homo sapiens), Q9BQF6; recombinant SENP7, Z-RLRGG-aminoluciferin luminescence, 40 min; inhibition, % at 5 µM; hit rate 1.5% among 330,000; AID 434973, 2010;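 active = inhibition above about 50% at the single test dose, limit read from the data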;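 also: plate controls were DMSO with enzyme for no effect and no enzyme buffer wells for full effect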
# Target sequence (Q9BQF6 706-1050 limits assumed): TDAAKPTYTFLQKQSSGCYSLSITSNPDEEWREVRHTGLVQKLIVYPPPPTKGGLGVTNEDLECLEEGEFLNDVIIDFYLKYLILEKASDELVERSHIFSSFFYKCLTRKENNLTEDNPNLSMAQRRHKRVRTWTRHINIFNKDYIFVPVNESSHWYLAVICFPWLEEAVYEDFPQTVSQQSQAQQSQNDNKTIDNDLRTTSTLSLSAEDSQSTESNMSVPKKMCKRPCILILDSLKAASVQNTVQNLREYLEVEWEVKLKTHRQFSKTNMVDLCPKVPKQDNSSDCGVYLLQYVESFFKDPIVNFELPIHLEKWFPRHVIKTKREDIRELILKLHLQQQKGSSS
# SENP8 block-2: human SENP8 protease inhibitors, primary screen, biochemical, fluorescence, Nedd8 protein substrate, uHTS; Sentrin-specific protease 8 (Homo sapiens), Q96LD8; recombinant SENP8; inhibition, % at 20 µM; hit rate 0.64% among 360,000; AID 602440, 2012; in the data active = inhibition mostly above about 40%, no sharp cut-off; inactive = mostly below about 27%
# NLRP3 yeast inh: NALP3 inflammasome inhibitors in reconstituted yeast, primary screen, luminescence, uHTS | Yeast reconstituted NLRP3/ASC/caspase-1, beta-gal luminescence, 24 h | inhibition, % at 10 µM | hit rate 0.39% among 330,000;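 active = inhibition of 50% or more; inactive = inhibition below 50%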;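 also: plate controls were induced DMSO wells for no effect and uninduced yeast grown without galactose for full effect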
# SENP6 block: SENP6 protease inhibitors, primary screen, biochemical, luminescence, uHTS; Recombinant SENP6 catalytic domain, aminoluciferin luminescence; inhibition, % at 10 µM; hit rate 1.8% among 330,000; AID 2599, 2010;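 active = inhibition above about 50% at the single tested dose, limit read from the data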;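 also: plate controls were DMSO wells with enzyme for no effect and DMSO wells lacking enzyme for full effect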
# Target sequence (Q9GZR1 628-1112 limits assumed): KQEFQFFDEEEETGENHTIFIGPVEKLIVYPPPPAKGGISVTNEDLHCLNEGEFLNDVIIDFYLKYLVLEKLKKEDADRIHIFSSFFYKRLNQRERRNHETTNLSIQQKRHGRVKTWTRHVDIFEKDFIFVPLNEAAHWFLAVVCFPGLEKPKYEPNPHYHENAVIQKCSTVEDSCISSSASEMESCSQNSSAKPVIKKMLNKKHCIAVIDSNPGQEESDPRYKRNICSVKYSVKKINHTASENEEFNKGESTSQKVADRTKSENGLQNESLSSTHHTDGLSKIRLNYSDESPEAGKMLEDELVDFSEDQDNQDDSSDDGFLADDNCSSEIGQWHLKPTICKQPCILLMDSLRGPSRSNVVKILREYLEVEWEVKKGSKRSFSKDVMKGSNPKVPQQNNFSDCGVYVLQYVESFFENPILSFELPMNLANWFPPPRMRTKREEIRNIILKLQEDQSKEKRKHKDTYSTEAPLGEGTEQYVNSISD
# Active calls of the source: *; / = no result given.
# Below each SMILES – SENP1 FRET inh	PfG6PD inh	HKDC1 inh	SENP8 block-1	Apaf-1 inh	SENP7 block	SENP8 block-2	NLRP3 yeast inh	SENP6 block
> CC(C)(C)NC(=O)C1CC(=O)OC1(C)C (stereo not given)
    0	9	-10	-1	-17	0	2	13	-7
> COc1ccccc1CC(=O)O/N=C(\N)c1ccccn1
    2	-2	2	8	-25	4	8	9	-9
> O=C(Nc1ccccc1)Nc1nnc(CSCc2ccccc2Cl)s1
    -1	8	-7	-2	11	1	7	23	-7
> Cc1ccc(C)c(NC(=S)N2CCCCCC2)c1
    2	7	-3	-8	-7	-4	17	16	-17
> COc1cccc(NC(=O)CN2CCN(CC(=O)Nc3ccc(F)cc3)CC2)c1
    1	6	-3	-4	9	-7	14	15	-7
> CN(CC1COc2ccccc2O1)C(=O)CSc1ncccn1 (stereo not given)
    3	-6	-6	8	-4	9	16	8	10
> COC(=O)CCC(=O)N1CCCC(CO)(Cc2ccccc2C)C1 (stereo not given)
    2	8	-6	0	-3	3	-5	-5	-14
> COc1cc(-c2nc(-c3ccccc3)c(-c3ccc(F)cc3)[nH]2)cc2c1OCO2
    -4	5	10	-5	-2	4	-405	-14	-5
> CCCCCCC1/C(=N/O)CCC1C(=O)OC (stereo not given)
    0	3	3	0	-3	-12	23	6	-25
> Clc1ccccc1Nc1nnc(-c2ccncc2)s1
    0	-7	-5	96*	4	100*	-399	37	98*
> O=C(/C=C/c1ccco1)N(Cc1ccccc1F)C1CCS(=O)(=O)C1 (stereo not given)
    -1	15	-6	-2	2	-3	2	5	-1
> Cn1c(SCC(=O)N2CCCCC2)nc2c(c1=O)SCC2
    -1	-2	-2	-3	7	-2	13	14	-11
> COc1ccc(OC)c(NC(=O)COC(=O)Cc2ccsc2)c1
    0	4	-4	0	-2	0	13	9	-15
> O=C(COC(=O)c1c2c(nc3ccccc13)/C(=C/c1ccco1)CC2)NC1CCCC1
    -27	30	18	/	/	/	-319	/	/
> COc1cccc(-c2nn(C)c3sc(C(=O)NCc4ccc5c(c4)OCO5)cc23)c1
    2	17	0	4	0	-5	-195	9	-11
> Cc1occc1-c1nnc(SCC(=O)NCc2ccc3c(c2)OCO3)n1CC(C)C
    0	-9	0	-3	6	1	15	1	2
> Cc1ccccc1-c1nc2ccccc2c(=O)n1C1CCS(=O)(=O)C1 (stereo not given)
    5	2	-5	-1	-22	7	0	16	-16
> COc1ccc(OC)c(C(=O)NC(CC(N)=O)c2ccc(NCCOc3ccccc3)c([N+](=O)[O-])c2)c1 (stereo not given)
    3	4	-3	-14	16	-11	-16	4	0
> CCOc1ccc(NC(=O)N(CCN(C)C)C(C)c2ccncc2)cc1 (stereo not given)
    -2	-3	-3	2	6	4	21	3	20
> COc1cc(C(C2C(=O)CC(C)(C)CC2=O)C2C(=O)CC(C)(C)CC2=O)ccc1OC(C)=O
    0	-6	2	0	-18	4	16	-15	-8
> CNC(=S)N(Cc1ccc(OC)cc1)Cc1cc2cccc(C)c2[nH]c1=O
    1	10	-9	-3	10	1	4	10	1
> Cc1cc(C)c2nc(N3CCCC(C(=O)NC4CCCC4)C3)sc2c1 (stereo not given)
    0	3	-3	-2	14	-2	-4	26	-1
> CCN(CC)C(=O)CSc1nc(O)cc(=O)n1C
    2	-10	-12	-1	-13	11	7	-6	-3
> O=C(CN1C(=O)CC(c2ccccc2)=Nc2ccccc21)NC1CCCCC1
    -1	9	0	-1	7	4	5	-12	-12
> COc1ccc(NC(=O)NNC(=O)COc2ccc([N+](=O)[O-])c(C)c2)cc1OC
    0	13	-5	1	6	6	8	17	-6
> COC(=O)C1C2CCCCC1C(=O)O2 (stereo not given)
    0	-6	-5	/	/	/	5	/	/
> COCCCN1C(=O)C(=O)/C(=C(/O)c2ccc3c(c2)OCCO3)C1c1ccc(C(=O)OC)cc1 (stereo not given)
    1	-9	1	-3	5	-2	20	5	-28
> CS/C(=N\S(=O)(=O)c1cccs1)Nc1ccc(Cl)cc1
    -6	-3	10	-10	4	-3	22	14	-17
> COC(=O)c1ccc(CSc2ccc3nnc(-c4ccc(OC)cc4)n3n2)o1
    /	/	/	-3	17	0	/	7	-10
> C#C[C@]1(O)CC[C@H]2[C@@H]3CCc4cc(O)ccc4[C@H]3CC[C@@]21C
    -1	-3	4	-13	20	-8	5	55*	-8
> O=c1cc(N2CCOCC2)c2ccccc2o1
    1	-5	-1	3	-2	-8	6	1	10
> Cc1ccc(NC(=O)CC(=O)c2ccccc2)cc1C
    1	4	-6	2	24	-2	-13	30	15
> CC(=O)Nc1ccc(-c2csc(NC=C3C(=O)OC(C)(C)OC3=O)n2)cc1
    -9	-6	-4	-5	-9	5	-119	22	10
> O=C(OCCN=C1NS(=O)(=O)c2ccccc21)c1cccs1
    2	6	-7	-2	-6	5	5	5	3
> NC(=O)COc1ccc2oc(=O)cc(-c3cc4ccccc4o3)c2c1
    -3	5	2	4	4	6	-138	5	3
> Nc1nnc(CSCc2cccc(Br)c2)s1
    0	-6	-4	-5	7	2	6	-16	3
> CCOC(=O)COc1ccccc1/C=N/O
    0	-6	-14	-4	-5	-3	17	-3	-4
> Cc1ccc(C(=O)NC(=S)NNS(=O)(=O)c2ccc(C)cc2)cc1
    4	-24	-29	5	-5	2	9	-1	-9
> COc1ccc(C(=O)Nc2nc(-c3ccc(S(=O)(=O)N4CCOCC4)cc3)cs2)cc1
    3	5	-5	-1	7	2	-36	10	-1
> Cc1ccc(OCCNS(=O)(=O)c2ccc(N3CCCC3=O)cc2)cc1
    4	-5	-2	-2	9	8	22	11	-2
> NNC(=O)C(Cc1cnc[nH]1)NC(=O)OCc1ccccc1 (stereo not given)
    1	6	-3	0	-2	2	21	1	-7
> CCOC(=O)C(C)Sc1nnc(NC(=O)c2ccc3c(c2)OCO3)s1 (stereo not given)
    1	50	-3	1	-7	4	-9	-17	-8
> COc1ccccc1NS(=O)(=O)c1ccc2ccccc2c1
    2	18	0	7	11	-4	15	20	-19
> CC(=O)c1nnn(-c2cccc([N+](=O)[O-])c2)c1C
    0	-19	-10	8	-5	-3	9	-8	3
> CC(C)CNC(=S)N1CCN(Cc2ccc3c(c2)OCO3)CC1
    -1	-13	4	-1	-4	-3	13	26	7
> Cc1cc(C)nc(Sc2ccc3nnnn3n2)n1
    -2	-9	-6	3	-10	2	13	4	-21
> Cc1ccc(S(=O)(=O)CCC(=O)Nc2ccc(Br)cc2)cc1
    2	2	4	1	10	6	6	13	6
> Cc1nn(C(=O)c2ccc3c(c2)OCO3)c(N)c1-c1ccccc1
    8	18	4	59*	23	65*	8	33	83*
> COc1ccc(OC)c(CN(CCN2CCOCC2)C(=O)Nc2ccccc2)c1
    0	-4	-3	-4	1	0	6	7	8
> COc1ccc(S(=O)(=O)CCC(=O)NCCc2ccc(Cl)cc2)cc1
    1	3	-9	-10	5	-6	7	17	10
> CC(C)COc1ccc(C(=O)N/N=C/c2ccoc2)cc1
    -2	-15	-1	6	6	-2	5	19	0
> CCc1c(C)n([O-])c2c([n+]1=O)CCC2
    -3	-3	6	-10	-6	-3	15	12	1
> CCCNC(=O)C1(CC2CC(c3ccccc3)=NO2)CCN(C(=O)c2ccccc2)CC1 (stereo not given)
    -3	3	-1	1	5	3	4	2	-6
> O=C1CC(=C(c2ccccc2)c2ccccc2)C(=O)N1CCCN1CCN(c2cccc(Cl)c2)CC1
    0	14	2	-4	11	0	23	17	-6
> CC(=O)c1cnc2ncnn2c1C
    0	-18	-6	1	5	6	18	2	-8
> COc1ccc(C2=NS(=O)(=O)N(C)C(C(=O)NCc3ccco3)=C2)cc1OC
    0	9	6	0	5	5	-114	4	-4
> C[C@H](CO)N1C[C@H](C)[C@@H](CN(C)S(=O)(=O)c2ccc(F)cc2)Oc2ccc(NC(=O)Cc3cn(C)c4ccccc34)cc2C1=O
    -14	11	-4	-4	28	-6	-18	21	-9
> Cc1cccc(OCC(=O)N/N=C/c2sc(=O)n(Cc3cccc(C(=O)O)c3)c2Cl)c1
    -1	-20	3	-1	0	2	9	-1	-9
> CN(C(=O)c1ccc(NC(=O)Cc2ccc(NC(=O)C3CCCN(C(=O)C4CC4)C3)cc2)cc1)C1CC1 (stereo not given)
    1	-19	0	-8	-1	1	14	3	-10
> O=C(CCCN=C1NS(=O)(=O)c2ccccc21)OCC(=O)c1ccc(F)cc1
    1	-8	0	4	6	3	9	-6	-11

# 6 successive entries already listed, quoted:
# Below each SMILES – SENP1 FRET inh	PfG6PD inh	HKDC1 inh	SENP8 block-1	Apaf-1 inh	SENP7 block	SENP8 block-2	NLRP3 yeast inh	SENP6 block
> CC(=O)c1cnc2ncnn2c1C
    0	-18	-6	1	5	6	18	2	-8
> COc1ccc(C2=NS(=O)(=O)N(C)C(C(=O)NCc3ccco3)=C2)cc1OC
    0	9	6	0	5	5	-114	4	-4
> C[C@H](CO)N1C[C@H](C)[C@@H](CN(C)S(=O)(=O)c2ccc(F)cc2)Oc2ccc(NC(=O)Cc3cn(C)c4ccccc34)cc2C1=O
    -14	11	-4	-4	28	-6	-18	21	-9
> Cc1cccc(OCC(=O)N/N=C/c2sc(=O)n(Cc3cccc(C(=O)O)c3)c2Cl)c1
    -1	-20	3	-1	0	2	9	-1	-9
> CN(C(=O)c1ccc(NC(=O)Cc2ccc(NC(=O)C3CCCN(C(=O)C4CC4)C3)cc2)cc1)C1CC1 (stereo not given)
    1	-19	0	-8	-1	1	14	3	-10
> O=C(CCCN=C1NS(=O)(=O)c2ccccc21)OCC(=O)c1ccc(F)cc1
    1	-8	0	4	6	3	9	-6	-11

# (listing goes on)
# Below each SMILES – SENP1 FRET inh	PfG6PD inh	HKDC1 inh	SENP8 block-1	Apaf-1 inh	SENP7 block	SENP8 block-2	NLRP3 yeast inh	SENP6 block
> COC(=O)C1(C)CCc2cc(OC)ccc2C1=O (stereo not given)
    3	1	-14	-9	-81	7	27	18	-6
> COc1ccc(N2CC(C(=O)Nc3ccc(S(=O)(=O)Nc4nccs4)cc3)CC2=O)c(OC)c1 (stereo not given)
    2	-3	-4	9	-8	1	6	12	-16
> O=C(CN1C(=O)c2ccccc2C1=O)Oc1ccc(F)cc1
    /	/	/	2	7	10	/	11	-5
> CCn1c(COc2ccccc2C)nc2ccccc21
    0	-3	-8	58*	2	47	18	38	75*
> O=C(CSc1nnc(-c2ccccc2F)n1C1CC1)Nc1ccc2[nH]c(=O)[nH]c2c1
    -1	-3	2	-4	-3	2	1	3	-13
> Clc1ccc(CN2CCCCCCC2)cc1
    0	18	-9	3	2	2	24	1	-11
> COC(=O)c1cc2oc3ccccc3c2n1Cc1ccccn1
    5	-10	2	3	8	1	-10	13	-1
